Source: PubChem BioAssay (several laboratories)
procasp3 activ: activates human procaspase-3 | actives 0.11% (n = 330,000) | recombinant procaspase-3 D3A, Ac-DEVD-pNA absorbance 405 nm | activation, % at 8.5 µM | P42574;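 active means activation above the mean of all tested compounds plus 3 SD, cut at about 21% in these data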;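 further: 0% = DMSO alone and 100% = DMSO wells spiked with extra 5 µM PC-3 D3A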
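Technique: 405 nm absorbance of p-nitroaniline, reads at 0 and 120 min; Test system: Procaspase-3 D3A mutant; Incubation: 1 h enzyme-compound preincubation, then 2 h substrate reaction, 25 °C; Repeats: singlicate, each compound tested once; Benchmarks: low control DMSO wells, high control DMSO plus 5 µM PC-3 D3A.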
ZTA DNA inh: blocks Epstein-Barr virus ZTA, an EBNA-1 counter-screen. P03206. ZTA-DNA binding, fluorescence polarization. inhibition, % at 11 µM. actives 0.15% (n = 320,000); in the data active means inhibition above about 33%
AHR activator: activators of human aryl hydrocarbon receptor | activation, % at 5 µM | actives 2.5% (n = 320,000) | P35869 | AHR-responsive luciferase reporter cells, luminescence; in the data active means activation above about 47%;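 further: 0% = vehicle wells and 100% = reference agonist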
RPL19A-GFP yeast: modulators of TOR pathway RPL19A-GFP in S. cerevisiae; S. cerevisiae RPL19A-GFP strain, flow cytometry, 3 h; active compounds read low; percent response vs DMSO, % at 10 µM; actives 0.3% (n = 330,000); AID 2025;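 active means percent response vs DMSO below 50%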;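 further: median channel GFP fluorescence of the barcoded RPL19A-GFP strain; ratio of sample median GFP to plate DMSO average so 100% = DMSO; lower means less RPL19A-GFP as with rapamycin TOR inhibition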
procasp7 counter: counter-screen for procaspase-3 activators: activators of human procaspase-7; AID 463210; actives 0.093% (n = 330,000); P55210; recombinant procaspase-7, Ac-DEVD-pNA absorbance 405 nm; D23A/D198A/D206A triple mutant, cannot self-cleave; scale: DMSO 0, 5 µM enzyme 100; activation, % at 8.5 µM;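 active means percent activation above the screen-wide mean plus 3 SD, cut at about 25% in these data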
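Detection: p-Nitroaniline absorbance at 405 nm, read at 0 and 120 min; system: Uncleavable procaspase-7 mutant enzyme; evaluation: % activation from two-timepoint absorbance difference, scaled to controls; times: 1 h enzyme–compound preincubation and 2 h substrate reaction, both 25 °C; buffer or medium: Zinc-free HEPES pH 7.4 with 300 mM NaCl, 0.01% Triton X-100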
LAP4-GFP MLPCN: yeast TOR pathway LAP4-GFP modulation; S. cerevisiae LAP4-GFP multiplex, flow cytometry GFP, 3 h; median GFP as percent of DMSO wells; GFP response vs DMSO, % at 10 µM; actives 0.34% (n = 320,000);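 active means GFP response vs DMSO above a set limit, about the screen mean plus 3 SD, cut at about 150% in these data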
EBNA-1 inh: blocks EBNA-1 binding to DNA; EBNA-1 DNA binding, fluorescence polarization; inhibition, % at 14.8 µM; actives 0.34% (n = 300,000); AID 1950; in the data active means inhibition above about 28%
MEP2 TOR yeast: modulators of TOR pathway MEP2-GFP in S. cerevisiae; GFP response vs DMSO, % at 10 µM; S. cerevisiae MEP2-GFP strain, flow cytometry GFP, 3 h; 100% = DMSO control level; actives 0.51% (n = 330,000); AID 2016;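 active means GFP response versus DMSO above a set limit, roughly screen mean plus 3 SD, cut at about 180% in these data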;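 further: median GFP fluorescence of the barcode-gated MEP2-GFP cells per well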
An asterisk follows results filed as active; x = no result given.

(1) COc1ccc(/C=C2\SC(=O)N(CCc3nnc(N)s3)C2=O)cc1
(2) Cc1ccc(Cn2c(=N)c(S(=O)(=O)c3ccc(C)cc3)cc3c(=O)n4ccccc4nc32)cc1
(3) C[C@H](CO)N1C[C@H](C)[C@@H](CN(C)S(=O)(=O)c2cn(C)cn2)Oc2ccc(NC(=O)C3CCCCC3)cc2C1=O
(4) C=CCn1c(SCC(=O)Nc2nccs2)nnc1-c1cc2cccc(OC)c2o1
(5) O=C1OCCC1Sc1nnc(-c2ccco2)o1 (stereo not given)
(6) Cc1ccc(S(=O)(=O)NCC(=O)NC2CC2)cc1
(7) COC(=O)c1c(C)oc2ccc(N(C(=O)Oc3ccccc3)S(=O)(=O)c3ccc(Cl)c([N+](=O)[O-])c3)cc12
(8) Cc1cccc(NC(=O)c2cc(NC(=O)c3ccco3)ccc2N2CCCCC2)c1
assay / entry,1,2,3,4,5,6,7,8
AHR activator,11.5,1.8,2.3,2.8,2.6,-1.0,3.3,-1.0
RPL19A-GFP yeast,101.6,100.4,96.6,96.0,98.2,105.9,105.6,103.9
LAP4-GFP MLPCN,102.8,102.7,94.2,95.6,112.8,80.9,98.2,98.9
ZTA DNA inh,13.4,-17.7,x,2.3,-6.9,6.8,13.1,-4.3
MEP2 TOR yeast,98.5,104.2,94.8,96.9,102.4,110.1,117.5,102.7
procasp7 counter,-1.9,-3.8,-0.3,-0.7,0.2,-7.8,-7.8,-9.8
procasp3 activ,-2.9,1.3,-3.7,-1.0,1.5,0.5,5.7,1.7
EBNA-1 inh,0.6,-6.2,x,7.7,-7.7,14.3,-2.6,-7.0

(9) CC(=O)NC(=O)NC1OC(=O)C(Cl)=C1Cl (stereo not given)
(10) COc1cc(/C=C/C(=O)c2ccc(NS(=O)(=O)c3ccc(C)cc3)cc2)ccc1OC(F)F
(11) CC(C)(C)Cc1nnc(NS(C)(=O)=O)s1
(12) Cc1cccc2cc(CN(CC3CCCO3)C(=O)c3cccs3)c(=O)[nH]c12 (stereo not given)
(13) COc1cc(Nc2nc3ccc(Cl)cc3n3cnnc23)cc(OC)c1OC
(14) N#Cc1nc(-c2cccs2)oc1NCc1ccccc1Cl
(15) Cc1cc(C)nc(Nc2nc3ccccc3s2)n1
(16) COc1ccccc1/C=C/C(=O)NCC(=O)N/N=C/c1cccnc1
assay / entry,9,10,11,12,13,14,15,16
AHR activator,-2.8,1.6,0.6,5.3,9.0,12.8,25.7,17.4
RPL19A-GFP yeast,95.6,94.5,103.1,99.9,105.2,x,99.0,102.3
LAP4-GFP MLPCN,88.9,99.3,95.7,93.0,84.5,86.9,106.8,97.5
ZTA DNA inh,3.7,24.3,1.9,16.6,-2.7,2.6,7.1,-9.8
MEP2 TOR yeast,93.9,91.4,100.8,94.2,108.8,96.7,102.1,111.2
procasp7 counter,-6.1,13.6,-11.6,2.6,-2.6,10.0,-0.1,-1.2
procasp3 activ,1.8,0.5,-10.2,0.8,-5.6,0.6,3.1,-0.8
EBNA-1 inh,-0.1,7.3,6.9,8.6,2.1,-2.4,-10.1,-3.9

Three entries out of the list above, ordered by their value in MEP2 TOR yeast, ascending:
| entry | molecule | MEP2 TOR yeast |
| --- | --- | --- |
| 12 | Cc1cccc2cc(CN(CC3CCCO3)C(=O)c3cccs3)c(=O)[nH]c12 (stereo not given) | 94.2 |
| 3 | C[C@H](CO)N1C[C@H](C)[C@@H](CN(C)S(=O)(=O)c2cn(C)cn2)Oc2ccc(NC(=O)C3CCCCC3)cc2C1=O | 94.8 |
| 5 | O=C1OCCC1Sc1nnc(-c2ccco2)o1 (stereo not given) | 102.4 |

Other records follow.
(17) O=C(COC(=O)CCc1ccccc1)Nc1ccc(F)cc1Cl
(18) COC(=O)c1cc(S(=O)(=O)NCC2CCN(Cc3ccc(Cl)cc3)CC2)c[nH]1
(19) COc1ccc(OC)c(NC(=O)C2CCCN(S(=O)(=O)c3c(C)noc3C)C2)c1 (stereo not given)
(20) O=C1c2ccccc2C(=O)N1CN(C(=O)COc1ccccc1)c1ccccc1
(21) CCc1ccc(OCC(=O)N/N=C\c2ccco2)c([N+](=O)[O-])c1
(22) COc1ccccc1C1c2[nH]c3ccccc3c2C[C@H]2C(=O)N(C3CCN(Cc4ccccc4)CC3)CC(=O)N12 (stereo not given in full)
(23) CCOC(=O)N1CCN(C(=O)C(C)(C)Oc2ccc(Cl)cc2)CC1
(24) O=C(CSc1nccc(=O)[nH]1)N1CCCc2ccccc21
assay / entry,17,18,19,20,21,22,23,24
AHR activator,-1.6,-0.2,6.7,-0.3,4.1,17.4,1.9,6.8
RPL19A-GFP yeast,94.6,98.2,99.8,98.4,100.6,102.1,99.2,97.4
LAP4-GFP MLPCN,84.6,100.0,100.8,102.2,87.4,88.4,108.5,99.6
ZTA DNA inh,-19.5,1.6,-0.3,0.1,6.5,-2.4,-4.7,-7.9
MEP2 TOR yeast,97.9,98.7,97.7,100.0,100.8,106.5,115.5,99.6
procasp7 counter,1.9,5.5,8.7,-4.2,2.7,-2.4,1.9,5.1
procasp3 activ,8.4,-0.8,-8.3,-13.8,2.3,-1.6,-3.4,-6.9
EBNA-1 inh,-10.0,-4.3,13.3,-6.2,2.2,-4.5,-8.8,-0.7

(25) CC(NC(=O)COC(=O)c1ccc2ccccc2n1)c1ccccc1 (stereo not given)
(26) O=C(Cc1cccc2ccccc12)NCC(=O)N1CCN(Cc2cccc(C(F)(F)F)c2)CC1
(27) CCCCn1c(N)c(N(CC)C(=O)c2cccs2)c(=O)[nH]c1=O
(28) Cc1nnc(NC(=O)CN2C(=O)NC3(CCCC3)C2=O)s1
(29) O=C(CSc1nc2ccc(NC(=O)CSc3nnnn3Cc3ccccc3)cc2s1)Nc1ccccc1
(30) O=C(O)CCCC(=O)Nc1cccc(C(F)(F)F)c1
assay / entry,25,26,27,28,29,30
AHR activator,13.6,-0.7,-0.6,2.9,12.0,-1.1
RPL19A-GFP yeast,98.6,95.5,100.8,95.1,99.3,102.0
LAP4-GFP MLPCN,92.6,93.0,88.7,101.6,113.7,99.6
ZTA DNA inh,x,-19.2,x,5.5,13.3,-1.4
MEP2 TOR yeast,104.8,104.4,97.9,96.5,105.0,103.2
procasp7 counter,-2.7,5.9,9.9,2.8,8.2,4.5
procasp3 activ,4.5,0.1,4.2,6.6,-2.0,3.5
EBNA-1 inh,x,x,x,-0.3,16.6,7.6

Record cards, from the list above. Screens in order: AHR activator | RPL19A-GFP yeast | LAP4-GFP MLPCN | ZTA DNA inh | MEP2 TOR yeast | procasp7 counter | procasp3 activ | EBNA-1 inh
CC(NC(=O)COC(=O)c1ccc2ccccc2n1)c1ccccc1 (stereo not given) is entered as 13.6 | 98.6 | 92.6 | x | 104.8 | -2.7 | 4.5 | x
Cc1nnc(NC(=O)CN2C(=O)NC3(CCCC3)C2=O)s1 is entered as 2.9 | 95.1 | 101.6 | 5.5 | 96.5 | 2.8 | 6.6 | -0.3
O=C(CSc1nc2ccc(NC(=O)CSc3nnnn3Cc3ccccc3)cc2s1)Nc1ccccc1 is entered as 12.0 | 99.3 | 113.7 | 13.3 | 105.0 | 8.2 | -2.0 | 16.6

Pulled by compound from the list above, 2 records:
(29) O=C(CSc1nc2ccc(NC(=O)CSc3nnnn3Cc3ccccc3)cc2s1)Nc1ccccc1
(27) CCCCn1c(N)c(N(CC)C(=O)c2cccs2)c(=O)[nH]c1=O
assay / entry,29,27
AHR activator,12.0,-0.6
RPL19A-GFP yeast,99.3,100.8
LAP4-GFP MLPCN,113.7,88.7
ZTA DNA inh,13.3,x
MEP2 TOR yeast,105.0,97.9
procasp7 counter,8.2,9.9
procasp3 activ,-2.0,4.2
EBNA-1 inh,16.6,x
